BoNT F protease = BoNT/F light chain protease inhibitors, primary screen, biochemical, flow cytometry, MLPCN library. 360,000 tested, 0.22% active. Multiplex microsphere protease cleavage assay. inhibition, % at 10 µM; in the data active = inhibition above about 35%, passing the limit was not always enough; also: plate controls were buffer without enzyme for full effect and enzyme alone for no effect
MazEF act = activators of E. coli MazEF toxin-antitoxin RNase, primary screen, biochemical, fluorescence, uHTS; Endoribonuclease toxin MazF (Escherichia coli (strain K12)), P0AE70; FAM/BHQ RNA-DNA oligo cleavage fluorescence, 5 h; activation, % at 20 µM; 350,000 tested, 0.32% active; AID 504720, 2011; in the data active = activation above about 50%
Target sequence (P0AE70 whole entry, looked up): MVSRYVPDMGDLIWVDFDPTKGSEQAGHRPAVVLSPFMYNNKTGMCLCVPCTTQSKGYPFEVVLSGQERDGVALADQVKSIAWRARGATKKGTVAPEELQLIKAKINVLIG
Mtb UGM inh = M. tuberculosis UGM enzyme inhibitors, primary screen, biochemical, fluorescence polarization, single point; UDP-galactopyranose mutase (Mycobacterium tuberculosis (strain ATCC 25618 / H37Rv)), …; purified UGM, fluorescence polarization probe displacement; inhibition, % at 10 µM; 320,000 tested, 0.06% active; in the data active = inhibition above about 10%, passing the limit was not always enough
Target sequence (P9WIQ1 whole entry, looked up): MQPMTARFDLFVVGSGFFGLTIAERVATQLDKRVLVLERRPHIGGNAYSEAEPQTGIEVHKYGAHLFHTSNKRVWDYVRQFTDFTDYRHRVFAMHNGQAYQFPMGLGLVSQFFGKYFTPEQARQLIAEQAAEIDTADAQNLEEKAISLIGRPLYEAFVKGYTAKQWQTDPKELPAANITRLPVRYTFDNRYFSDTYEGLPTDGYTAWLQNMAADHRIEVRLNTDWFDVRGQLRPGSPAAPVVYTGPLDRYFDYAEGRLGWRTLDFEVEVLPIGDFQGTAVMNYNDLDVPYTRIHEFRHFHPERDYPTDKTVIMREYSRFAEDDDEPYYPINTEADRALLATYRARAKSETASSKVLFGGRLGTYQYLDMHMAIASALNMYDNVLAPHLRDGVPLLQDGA
FBA Mtb inh = Mtb FBA enzyme inhibitors, primary screen, biochemical, fluorescence, strain H37Rv; purified M. tuberculosis FBA, fluorescence read-out; inhibition, % at 1 µM; 360,000 tested, 2.3% active; in the data active = inhibition above about 27%;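 also: 0% = vehicle and 100% = reference inhibitor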
FadD28 FP inh = inhibitors of FadD28 bisubstrate probe binding, primary screen, biochemical, fluorescence polarization, single point; Mycobacterium tuberculosis FadD28 fatty-acid-AMP ligase; inhibition, % at 12.5 µM; 360,000 tested, 0.22% active; in the data active = inhibition above about 8.5%, passing the limit was not always enough
BioA inh = M. tuberculosis BioA enzyme inhibitors, primary screen, biochemical, plate reader, single point, HTS; 7,8-diaminopelargonic acid synthase BioA (Mycobacterium tuberculosis); purified M. tuberculosis BioA enzyme; inhibition, % at 9.99 µM; 360,000 tested, 0.096% active; AID 602481, 2012; in the data active = inhibition above about 40%
GDH-TPI counter = GDH-TPI coupling enzyme inhibitors, primary screen, artefact control for M. tuberculosis FBA inhibitor project, biochemical, absorbance, full deck; 360,000 tested, 1.2% active; inhibition, % at 4.8 µM; GDH-TPI coupled enzyme counterscreen, NADH absorbance; AID 588335, 2011; in the data active = inhibition above about 30%;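 also: 0% = DMSO wells and 100% = wells lacking the enzyme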
PrPC TRFRET = inhibitors of human cell surface prion protein PrPC, primary screen, cell-based, TR-FRET; 370,000 tested, 0.43% active; AID 720596, 2013; TR-FRET read-out; inhibition, % at 13.8 µM; Major prion protein (Homo sapiens), P04156; in the data active = inhibition above about 24%; also: 0% = median of the test wells and 100% = reference compound wells
Rv3671c protease = Rv3671c serine protease inhibitors, primary screen, biochemical, fluorescence polarization, M. tuberculosis H37Rv. 320,000 tested, 0.048% active. inhibition, % at 5.96 µM; in the data active = inhibition above about 38%;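 also: extracellular domain of Rv3671c used as enzyme; 0% = enzyme with DMSO and 100% = no enzyme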
Target sequence (P9WHR9 whole entry, looked up, the tested form may be a part): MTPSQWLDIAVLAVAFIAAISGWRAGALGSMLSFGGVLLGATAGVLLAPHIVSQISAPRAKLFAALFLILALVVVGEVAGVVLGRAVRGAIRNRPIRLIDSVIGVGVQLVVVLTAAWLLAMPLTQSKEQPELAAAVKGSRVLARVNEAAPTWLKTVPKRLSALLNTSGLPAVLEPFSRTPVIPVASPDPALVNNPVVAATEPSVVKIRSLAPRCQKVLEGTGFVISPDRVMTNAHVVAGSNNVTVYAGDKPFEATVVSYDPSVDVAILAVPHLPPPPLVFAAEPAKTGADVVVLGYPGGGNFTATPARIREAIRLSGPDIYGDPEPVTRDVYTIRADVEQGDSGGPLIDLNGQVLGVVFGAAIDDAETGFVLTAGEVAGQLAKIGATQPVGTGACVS
* hit, by the source's call; x = not tested or not shown; & = joins results of further samples.

SMILES	BoNT F protease	MazEF act	Mtb UGM inh	FBA Mtb inh	FadD28 FP inh	BioA inh	GDH-TPI counter	PrPC TRFRET	Rv3671c protease
CCN(CC)C(=O)C1=C(C)N(CCCOC)C(=O)C(CC(=O)NC(c2ccccc2)c2ccccc2)C1 (stereo not given)	-5	3	x	3	0.9	-0.9	4	1	x
Cc1ccc2c(c1)C(c1ccccc1)N(C(=O)c1ccccc1[N+](=O)[O-])CC(=O)N2 (stereo not given)	-10	10	-3.6	-1	1.5	0.0	-1	-4	x
Cc1cccc(N(CC(=O)NC(C)(C)C)C(=O)CCC(=O)Nc2ccccn2)c1	-2	3	0.5	-1	-2.1	-1.0	-11	-7	-7
COc1ccc(C=O)cc1COc1ccc(F)cc1F	5	-7	0.3	-3	-1.4	0.7	-5	-1	-11
Cc1nc(SCC(=O)Nc2ccccc2Cl)oc1C	8	-11	-0.2	6	1.4	-3.6	10	1	-3
Cc1ccc(-c2csc(NC(=O)C3=NN(c4ccccc4)C(=O)CC3)n2)cc1	-3	7	-0.5	-4	-1.1	x	4	3	-19
CN[C@H]1C[C@H]2c3cc(Oc4ccccc4C)ccc3CCN2C(=O)[C@H]1[C@H](C)O	-1	x	x	-3	-4.3	-1.4	x	-5	x
C=CCn1c(SCC(=O)Nc2ncc(Cc3ccc(Br)cc3)s2)nnc1-c1ccncc1	5	-54	2.4	1	-0.9	-2.2	2	-2	4
CCN(c1ccccc1)S(=O)(=O)c1ccc(OC)c(NC(=O)CN2C(=O)NC(C)(C)C2=O)c1	0	8	-0.3	0	-3.8	11	7	-5	6
Cc1ccc(CN2CCN(CC(=O)N/N=C/c3ccc(C)o3)CC2)cc1	-21	0	0.5	1	-0.5	0.0	11	2	0
CCCCN(C(=O)C(C)(C)Oc1ccc(Cl)cc1)c1c(N)n(CCC)c(=O)[nH]c1=O	-9	7	-3.1	-1	-2.1	-0.5	4	0	4
Cc1ccc2cc(C#N)c(SCC(=O)NCC3CCCO3)nc2c1 (stereo not given)	0	-5	-2.0	8	-0.5	-2.4	11	5	-9
Cc1ccc(NC(=O)COC(=O)C2CCC(=O)N2)c(S(=O)(=O)N2CCOCC2)c1 (stereo not given)	-9	3	1.4	-2	0.6	-2.9	10	1	-7
C[C@@H]1CN([C@H](C)CO)C(=O)c2cc(NC(=O)Nc3ccc(F)cc3)ccc2O[C@@H](C)CCCCO[C@H]1CN(C)Cc1ccc(C(=O)O)cc1	-1	10	x	5	-0.4	1.4&1.8	14	-4	x
O=C(CSc1ncn[nH]1)NCCc1ccc(Cl)cc1Cl	-16	3	0.9	-1	-0.8	3.2	-2	6	4

The list goes on (2 carried over from the part before).
SMILES	BoNT F protease	MazEF act	Mtb UGM inh	FBA Mtb inh	FadD28 FP inh	BioA inh	GDH-TPI counter	PrPC TRFRET	Rv3671c protease
C[C@@H]1CN([C@H](C)CO)C(=O)c2cc(NC(=O)Nc3ccc(F)cc3)ccc2O[C@@H](C)CCCCO[C@H]1CN(C)Cc1ccc(C(=O)O)cc1	-1	10	x	5	-0.4	1.4&1.8	14	-4	x
O=C(CSc1ncn[nH]1)NCCc1ccc(Cl)cc1Cl	-16	3	0.9	-1	-0.8	3.2	-2	6	4
O=C1CC(N(Cc2ccco2)C(=O)Nc2ccc(F)cc2)C(=O)N1c1ccc(F)cc1 (stereo not given)	5	-8	1.3	1	-0.1	x	2	2	-10
CC1(C)Cc2cccc(OCC(=O)Nc3ccc(OCC(N)=O)cc3)c2O1	-3	-8	3.3	-1	-1.3	0.4	-2	0	1
COc1ccc(-n2c(SCC(=O)NCC3CCCO3)nc3c(c2=O)SCC3)cc1 (stereo not given)	-5	6	-1.9	0	-0.4	14	12	-17	9
COc1ccc(-c2nnn(CC(=O)N(CCCO)C(C(=O)NC3CCCC3)c3ccc(F)cc3)n2)cc1 (stereo not given)	-4	5	0.3	-3	0.6	x	12	-2	0
COc1cc(C(=O)NCc2ccc(S(N)(=O)=O)cc2)ccc1OCC(=O)Nc1cccc(C(F)(F)F)c1	-5	-11	-0.4	0	-3.5	x	11	2	-13
COc1cccc(/C=N/NC(=S)NC2CC3CC2C2C=CCC32)c1O (stereo not given)	x	-19	-1.0	3	0.3	-1.8	4	-4	8
CCn1cc(S(=O)(=O)CC(=O)Nc2ccc3c(c2)OCO3)c2ccccc21	2	1	2.2	-2	-2.4	0.0	10	-7	2
Cc1nc2ccc(S(=O)(=O)NCC(=O)N(C)Cc3ccccc3)cc2s1	-5	2	2.5	-3	-0.4	x	-2	6	1
Cc1nc2c(cc(Oc3ccc(S(=O)(=O)N4CCOCC4)cn3)c3ccsc32)s1	-21	2	5.0	4	-3.7	-1.4	4	3	2
COc1ccc(CCN(Cc2cc3cccc(C)c3[nH]c2=O)C(=O)N2CCCC2)cc1OC	-19	4	3.1	1	-1.6	-0.7	15	-3	0
O=C(O)CSc1ccn(Cc2ccccc2)c1	0	3	x	0	-1.3	-1.4	4	11	x
O=C(NCCCN1CCCC1)C1CCN(C(=O)c2cc3sccc3n2Cc2ccc(F)cc2)CC1	-15	2	1.9	-3	-3.6	-0.1	4	3	1
COc1ccccc1CCC(=O)Nc1cccc(S(=O)(=O)N2CCCC2)c1	8	-3	0.3	-3	-2.3	0.1	-4	8	-2
COC(=O)CCC(=O)Nc1ccc(N=Nc2ccccc2)cc1	-2	-27	-1.6	2	-0.9	x	21	-1	8
COc1ccc(OC)c(CN2CCN(C(=O)CCNC(=O)c3ccc(Br)cc3)CC2)c1	1	2	2.3	3	-3.9	2.9	12	-10	2
Cc1noc(C)c1COc1cccc(C(=O)OC(C)C#N)c1 (stereo not given)	-2	0	2.5	-1	-3.5	x	-5	-5	3
CCOC(=O)C1C(=O)N(C(=O)c2ccc(OC)cc2)CC1c1ccccc1 (stereo not given)	5	1	1.4	0	-0.4	x	13	1	5
COc1ccc(NC(=O)C2CCN(S(=O)(=O)c3ccc4c(c3)NC(=O)C(C)S4)CC2)cc1 (stereo not given)	-2	8	-0.6	0	-3.1	-0.6	-7	8	-11
COc1ccccc1CN(C(=O)c1ccco1)C(C(=O)NC1CCCC1)c1ccncc1 (stereo not given)	0	6	-3.3	-2	-1.2	-1.8	6	0	-12
COC(=O)C(NC=O)C(O)(Cc1ccccc1)C(F)(F)F (stereo not given)	3	-6	-3.7	-1	-1.9	-0.2	17	7	-5
O=C(Nc1ccc(Cl)cc1F)C1CCN(S(=O)(=O)c2cccnc2)CC1	-2	-5	-2.6	5	-2.1	-0.8	-4	-4	-2
COc1cc(-c2ccc3oc(-c4ccsc4)c(C#CC4(O)CCCCC4)c3c2)cc(OC)c1OC	0	0	1.3	20	-1.4	-3.4	25	-7	-55
CCc1ccc(NC(=S)NCC2CCCN2CC)cc1 (stereo not given)	1	10	-3.1	-4	-1.8	x	0	1	2
CCOC(=O)c1ccc(NC(=S)NCc2ccc(S(N)(=O)=O)cc2)cc1	-16	9	-0.6	-3	-2.9	5.1	5	2	0
O=c1[nH][nH]cc1C=NCc1cccnc1	-1	2	1.3	-2	-3.1	-1.4	7	-5	-4
CC(=O)Nc1ccc(C(c2c(O)c3ccccc3oc2=O)c2c(C)n(C)n(-c3ccccc3)c2=O)cc1 (stereo not given)	-8	-4	6.0	1	-1.3	x	2	3	6
CC1(C(=O)Nc2ccccc2Br)CCN1C(=O)Cc1ccccc1Cl (stereo not given)	12	x	x	-3	-1.0	-0.4	-1	-5	x
CC(C)(C)C(=O)Nc1cccc(C(=O)c2cccc(NC(=O)C(C)(C)C)c2)c1	-7	-14	0.5	5	-1.4	-2.5	11	2	-2
C=CCn1c(SCc2nc3ccccc3[nH]2)nnc1-c1ccc(OC)cc1	-1	1	0.9	0	-5.0	0.0	-2	9	-1
Nc1nc2n(n1)C(c1cccs1)CC(c1ccccc1)N2 (stereo not given)	-42	9	-0.6	69*	-5.6	-0.4	16	-3	0
CCOC(=O)N1CCN(C(=O)CSc2ccc(C(=O)OC)cc2[N+](=O)[O-])CC1	-12	-1	1.2	-2	-2.5	35	9	-38	2
O=C(CN(Cc1ccc2c(c1)OCO2)C(=O)CSc1nc2ccccc2o1)NC1CCCCC1	-6	2	0.8	-4	-4.3	-1.1	4	-4	-19
COc1cccc(NC(=O)CN(C)C(C)C(=O)Nc2ccc(S(=O)(=O)N3CCCC3)cc2)c1 (stereo not given)	-3	-3	1.1	-4	-5.0	x	6	-1	-12
O=C1C=CN2CCCCC2CC1 (stereo not given)	-26	-11	1.2	0	-1.4	-2.2	2	8	-2
O=C1c2ccccc2C(Nc2ccc(Cl)cc2)N1CCN1CCOCC1 (stereo not given)	-2	4	1.6	2	-1.5	2.9	-9	5	2
COC(=O)C1=C(c2ccc(OC)c(OC)c2)C[C@@H]2CC[C@H]1N2C(=O)NCc1ccco1	-2	2	0.1	0	-2.2	0.0	6	-2	-1
O=C1c2cccnc2C(=O)N1Cc1ccc(F)cc1	3	3	4.0	1	1.2	x	4	8	-4
CC(=O)Nc1ccc(S(=O)(=O)N(C)CC(=O)OCC(=O)NC(C)C23CC4CC(CC(C4)C2)C3)cc1 (stereo not given)	0	5	-1.3	0	-2.6	x	0	5	-3
COc1cccc(C(=O)/C=C/Nc2ccc(S(=O)(=O)Nc3nc(C)cc(C)n3)cc2)c1	-8	-2	-0.8	-1	-0.1	x	20	-7	-1
CN(c1ccccc1)S(=O)(=O)c1ccc(C(=O)NCc2ccc(F)cc2)cc1	7	5	-2.9	2	-2.1	0.4	1	0	-5
Cc1cc(C(=O)OCC(=O)Nc2cc(S(=O)(=O)N(C)C)ccc2Cl)c2ccccc2n1	0	2	2.1	0	-0.6	x	16	-1	0
O=c1oc(/C=C/c2ccco2)nc2sc3c(c12)CCC3	-22	141*	-3.8	-2	2.5	-1.5	2	1	-1
CN(Cc1cn(C)nc1-c1ccccc1F)Cc1nccn1C	-3	7	0.8	-1	-3.0	-7.5	-4	-8	-10
Cn1ccnc1SCC(=O)Nc1ccc(Oc2ccccc2)cc1	8	2	0.7	0	-0.2	2.5	10	2	3
COc1ccc(Cl)cc1C(=O)NCc1ccco1	2	8	-0.6	-1	-5.2	-2.3	6	3	-7

Sorted by SMILES length (high to low): four of the compounds above.
SMILES	BoNT F protease	MazEF act	Mtb UGM inh	FBA Mtb inh	FadD28 FP inh	BioA inh	GDH-TPI counter	PrPC TRFRET	Rv3671c protease
O=C(CN(Cc1ccc2c(c1)OCO2)C(=O)CSc1nc2ccccc2o1)NC1CCCCC1	-6	2	0.8	-4	-4.3	-1.1	4	-4	-19
O=C1c2ccccc2C(Nc2ccc(Cl)cc2)N1CCN1CCOCC1 (stereo not given)	-2	4	1.6	2	-1.5	2.9	-9	5	2
O=c1oc(/C=C/c2ccco2)nc2sc3c(c12)CCC3	-22	141*	-3.8	-2	2.5	-1.5	2	1	-1
COc1ccc(Cl)cc1C(=O)NCc1ccco1	2	8	-0.6	-1	-5.2	-2.3	6	3	-7

Next compounds
SMILES	BoNT F protease	MazEF act	Mtb UGM inh	FBA Mtb inh	FadD28 FP inh	BioA inh	GDH-TPI counter	PrPC TRFRET	Rv3671c protease
CC(=O)Nc1ccc(NC(=O)c2ccccc2-n2cnnn2)cc1	-1	4	x	-2	-3.4	-0.6	-6	-2	x
FC(F)(F)c1nnc(-c2ccccc2)nc1Sc1ccccc1	-31	-4	2.5	-7	-4.8	0.5	-5	3	6
Cc1ccc(OCc2ccc(C(=O)Nc3nccs3)o2)cc1C	-1	-7	-0.5	2	-1.2	-1.1	2	6	-8
Cc1nn(-c2ncc(C(F)(F)F)cc2Cl)c(=O)n1-c1ccccc1F	-6	4	-2.4	1	-1.0	0.9	5	-9	1
Nc1nnc(SCC(=O)N2CCCCC2)s1	8	7	0.0	-1	0.4	-0.6	2	4	3
Cc1ccc(CNC(=O)CCNC(=O)Cn2ccc3ccccc3c2=O)o1	7	-8	-0.6	2	-4.3	-0.6	1	-4	-9

Compound activity from PubChem.
